# GLS inhibitor: qHTS for Inhibitors of Glutaminase (GLS); Glutaminase kidney isoform, mitochondrial (Homo sapiens), O94925; GLS enzymatic activity, qHTS titration; Potency, µM (top dose mostly 45.5 µM), for inactives: at the highest dose activity change, negative = inhibition, usual class: inhibitors; 410,000 tested, 0.21% active; also: potency is read from the fitted curve at half-maximal effect; % is scaled to controls: 0 for no effect and ±100 for the full control effect
#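 Two-point fluorescence kinetic (t0, 30 min RT) for hKGA; glutamate detected via glutamate oxidase–HRP–Amplex Red. Substrate: 1 mM L-glutamine solution; buffer 45 mM KH2PO4, pH 8.2.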
# PI4K2A block: qHTS for small molecular inhibitors of PI4K2A; Phosphatidylinositol 4-kinase type 2-alpha (Homo sapiens), Q9BTU6; purified PI4K2A, ADP-Glo luminescence, 1 h; stronger effect = lower value; activity change, negative = inhibition, % at 76.9 µM; 420,000 tested, 0.13% active; AID 1346378, 2018; in the data active = activity change below about -50%; inconclusive = mostly about -30% to -49%;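 also: -100% = wells without enzyme as full effect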
#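 ADP-Glo luminescence measured ADP generated by PI4K2A enzyme (4 ug/mL before mixing) with 1.2 mM PI substrate (pre-mix) and 300 microM ATP (pre-mix). Tris pH7.5 buffer with MgCl2, Triton X-100; 1 h reaction at ambient temperature.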
# PGK inhibitor: qHTS Assay to Find Inhibitors of Phosphoglycerate Kinase | Phosphoglycerate kinase, glycosomal (Trypanosoma brucei brucei), P07378 | PGK/GAPDH coupled, Kinase-Glo luminescence, 60 min | AID 602233, 2012 | 380,000 tested, 0.043% active | Potency, µM (top dose mostly 57.5 µM), without a hit: top-dose activity change, negative = inhibition, hits mostly inhibitors; also: potency is read from the fitted curve at half-maximal effect; % is scaled to controls: 0 for no effect and ±100 for the full control effect; nearly all actives have a fitted effect of over 60% in size
# Target sequence (P07378 whole entry, looked up): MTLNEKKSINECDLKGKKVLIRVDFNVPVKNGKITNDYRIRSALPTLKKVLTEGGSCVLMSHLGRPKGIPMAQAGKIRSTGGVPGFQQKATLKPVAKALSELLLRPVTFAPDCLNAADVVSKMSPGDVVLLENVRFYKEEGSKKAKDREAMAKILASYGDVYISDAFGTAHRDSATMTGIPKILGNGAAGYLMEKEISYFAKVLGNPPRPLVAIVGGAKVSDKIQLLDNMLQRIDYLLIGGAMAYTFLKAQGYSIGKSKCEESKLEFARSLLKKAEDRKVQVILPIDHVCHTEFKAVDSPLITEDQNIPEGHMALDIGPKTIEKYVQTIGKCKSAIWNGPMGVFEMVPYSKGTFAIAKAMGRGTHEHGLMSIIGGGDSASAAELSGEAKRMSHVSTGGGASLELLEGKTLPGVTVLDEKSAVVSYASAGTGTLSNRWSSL
#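 Luminescent ATP detection (Kinase-Glo Plus) follows a 60-minute room-temperature incubation, with wells lacking PGK as controls. Buffer: 100 mM TEA (pH 7.6), 5 mM MgCl2, 0.01% Tween-20. Coupling enzyme GAPDH (100 nM final) supplies unstable 1,3-BPG in-well.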
# Pin1 inhibitor: qHTS Assay to Find Inhibitors of Pin1. Pin1 FP peptide displacement, HiFluor488, 10 min. 390,000 tested, 0.009% active. Peptidyl-prolyl cis-trans isomerase NIMA-interacting 1 (Homo sapiens), Q13526. Potency, µM (doses to about 115 µM), for the others: at the top dose activity, negative = inhibition, hits mostly inhibitors; active = well fitted inhibition curve with a large enough effect in the polarisation, with a control signal flat, not every such curve was filed as active; inconclusive = small, poorly fitted or top-dose-only effect, or effect the other way, or a change in a side signal; inactive = no such curve, though single readings can be large or run the other way; the % refers to the polarisation; also: potency is read from the fitted curve at half-maximal effect; % is scaled to controls: 0 for no effect and ±100 for the full control effect
# Target sequence (Q13526 whole entry, looked up): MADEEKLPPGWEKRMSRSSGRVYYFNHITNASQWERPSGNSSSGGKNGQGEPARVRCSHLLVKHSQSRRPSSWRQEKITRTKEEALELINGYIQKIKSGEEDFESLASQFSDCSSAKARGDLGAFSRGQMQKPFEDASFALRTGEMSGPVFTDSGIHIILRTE
# IDH1 R132H inh: qHTS for Inhibitors of mutant isocitrate dehydrogenase 1 (IDH1): qHTS; Isocitrate dehydrogenase [NADP] cytoplasmic (Homo sapiens), O75874; 390,000 tested, 0.093% active; Potency, µM (top dose mostly 76.6 µM), for the others: at the top dose activity change, negative = inhibition, most hits filed as inhibitors; IDH1-R132H enzyme, NADPH consumption, diaphorase/resazurin fluorescence; also: potency is read from the fitted curve at half-maximal effect; % is scaled to controls: 0 for no effect and ±100 for the full control effect; nearly all actives have a fitted effect of over 65% in size
#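 IDH1-R132H (0.5 ug/mL) preincubated 30 min with compound, then NADPH (0.016 mM) and alpha-KG (2 mM) added; 80 min at RT, pH 7.5. Remaining NADPH coupled via diaphorase/resazurin to fluorescence (540/590 nm); concentration-response curves normalized to no-enzyme control.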
# HP1b binding inh: HTS for Inhibitors of HP1-beta Chromodomain Interactions with Methylated Histone Tails. AlphaScreen HP1-beta / biotin-H3K9me3 peptide binding. Potency, µM (series often up to 114 µM), for the others: top-dose activity change, negative = inhibition, most hits filed as inhibitors. 390,000 tested, 0.56% active. AID 540317, 2011; also: potency is read from the fitted curve at half-maximal effect; nearly all actives have a fitted effect of over 70% in size; inactives centre near 23
# Target sequence (P83916 whole entry, looked up): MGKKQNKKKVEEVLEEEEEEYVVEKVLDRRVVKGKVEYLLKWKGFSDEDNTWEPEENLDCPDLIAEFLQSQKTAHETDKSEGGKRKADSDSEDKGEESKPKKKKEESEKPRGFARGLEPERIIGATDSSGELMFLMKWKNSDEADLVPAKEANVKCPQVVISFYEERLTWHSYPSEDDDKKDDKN
#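 AlphaScreen: HP1-beta (50 nM) preformed 30 min with biotin-H3(1-18)K9me3 peptide (50 nM) in PBS pH 7.4, 0.01% Tween-20. Compound added for 30 min at RT, then streptavidin donor/nickel chelate acceptor beads (10 ug/mL) for 30 min.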
# USP1 inh: Inhibitors of USP1/UAF1: Primary Screen | Ubiquitin carboxyl-terminal hydrolase 1 (Homo sapiens), O94782 | recombinant USP1/UAF1, Ub-Rhodamine cleavage fluorescence | Potency, µM (series often up to 57.1 µM), inactives show at the highest dose activity change, negative = inhibition, most hits filed as inhibitors | 390,000 tested, 0.23% active; also: potency is read from the fitted curve at half-maximal effect; % is scaled to controls: 0 for no effect and ±100 for the full control effect; nearly all actives have a fitted effect of over 60% in size; inactives centre near -12
#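 1 nM enzyme complex + cpd, 15 min RT; start with Ub-Rho 150nM final; kinetic fluorescence ex 480/em 540, 6 reads q60 s. Buffer 50mM HEPES pH 7.8, 0.5mM EDTA, 0.1 mg/ml BSA, 1mM TCEP, 0.01% Tween-20.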
# rTrxR1 inhibitor: qHTS Assay for Inhibitors of Mammalian Selenoprotein Thioredoxin Reductase 1 (TrxR1): qHTS | Thioredoxin reductase 1, cytoplasmic (Rattus norvegicus), O89049 | recombinant rTrxR1, NADPH fluorescence consumption, selenite substrate | Potency, µM (series often up to 114 µM), inactives show at the top dose activity change, negative = inhibition, hits mostly inhibitors | 390,000 tested, 1% active; also: potency is read from the fitted curve at half-maximal effect; % is scaled to controls: 0 for no effect and ±100 for the full control effect; nearly all actives have a fitted effect of over 65% in size
#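 Rat TrxR1 (90 nM in the dispensed reagent) was pre-reduced with 400 uM NADPH for 5 min at room temperature, then incubated with compound for 15 min. After 400 uM selenite was added, NADPH fluorescence (Ex 340/Em 450 nm) was followed for 8 min.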
# TrxR1 substrate: qHTS Assay for Substrates of Mammalian Selenoprotein Thioredoxin Reductase 1 (TrxR1): qHTS; Thioredoxin reductase 1, cytoplasmic (Rattus norvegicus), O89049; purified TrxR1 substrate turnover, NADPH consumption readout; Potency, µM (series often up to 114 µM), for inactives: at the highest dose activity change, negative = substrate turnover; 390,000 tested, 0.01% active; AID 588456, 2011; also: potency is read from the fitted curve at half-maximal effect; % is scaled to controls: 0 for no effect and ±100 for the full control effect; nearly all actives have a fitted effect of over 50% in size
#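 Rat TrxR1, dispensed at 90 nM, was prereduced with 400 uM NADPH (final) for 5 min at ~22 deg C, then incubated with compound 15 min before 400 uM selenite. A first-read NADPH fluorescence drop versus no-compound background flagged substrates.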
# Active calls of the source: *; i = inactive; ? = inconclusive; [ ] = dose if it differs, or a comment. Unless noted, calls follow the shape of the dose curve; as a rule, active = well fitted curve in the direction sought with a large enough effect; inconclusive = small, poorly fitted or top-dose-only effect, or another doubt; inactive = no such curve, though single readings can be large; an effect the other way counts as inactive or inconclusive.
canonical_smiles,GLS inhibitor,PI4K2A block,PGK inhibitor,Pin1 inhibitor,IDH1 R132H inh,HP1b binding inh,USP1 inh,rTrxR1 inhibitor,TrxR1 substrate
Cc1ccc(S(=O)(=O)C2(C(=O)Nc3ccc(Br)cc3)CC2)cc1,0%,-1,-9%,2%,13%,81%[activator],-13%,9%[57.1 µM],-2%[57.1 µM]
COc1ccc(/C=C(/NC(=O)c2ccccc2)C(=O)Nc2cccc(C(=O)O)c2)cc1,-1%,-1,7%,-3%,-17%,35%,-24%,0%,-8%
O=C(c1cnc2cc(-c3ccccc3)nn2c1)c1cc([N+](=O)[O-])ccc1O,3%,0,-8%,?,13%,9%,-23%,-10%,-10%
O=C(Cn1[nH]c(=O)c2ccccc2c1=O)Nc1ccc2c(c1)CCC2,-8%,4,-1%,1%,5%,48%[activator],-14%,22%[57.1 µM],11%[57.1 µM]
CC(C)CC(NC(=O)c1ccccc1)C(=O)OCC(=O)Nc1ccc(S(N)(=O)=O)cc1 (stereo unspecified),-6%,-6,i,0%,0%,40%[activator],-23%,17%,8%
C=Cc1ccc(CN2C(=O)c3ccccc3Sc3ccc(C(=O)OCc4ccco4)cc32)cc1,8%,-3,7%,15%,-13%,12%[57 µM],-36%,14%[57.1 µM],4%[57.1 µM]
CN(CC(=O)Nc1ccc(Cl)c(C(F)(F)F)c1)C(=O)/C=C/c1cccs1,-3%,-2,-1%,?,3%,26%,-17%,16%,-7%
Fc1ccc(Nc2c(-c3c[nH]c4ccccc34)nc3ccccn23)cc1,30%[activator],2,-3%,10%,0%,?,?,-1%,110%[activator]
Cc1nc(-c2cccs2)sc1C(=O)O,-1%,-4,-4%,-7%,3%,23%,-5%,6%,23%
CCC(C)(C)NC(=O)C(c1ccc(OC)cc1)N(C(=O)CCC(=O)Nc1cc(C)on1)C(C)(C)C (stereo unspecified),-3%,-1,-3%,-6%,0%,30%,-4%,8%[57.1 µM],-6%[57.1 µM]
CNCCC(=O)N1c2ccccc2CCc2ccc(NC(=O)OC)cc21,-1%,-5,-4%,2%,-12%,28%,-11%,0%,-2%
COc1ccc(NC(=O)CCN2CCN(Cc3ccccc3)CC2)c(OC)c1,2%,-3,-2%,0%,4%,22%,-18%,28%[2.29 µM],12%[2.29 µM]
Cc1cc(C)cc(NC(=O)CCN2C(=O)c3ccccc3Sc3ncccc32)c1,3%,-1,i,-2%,-12%,41%,11%,25µM*,-12%
COc1ccc(C2CC(C(F)(F)F)n3nc(C(N)=O)c(Cl)c3N2)cc1OC (stereo unspecified),18%,2,1%,5%,-1%,27%,-26%,30%,10%
Cc1ccccc1NC(=O)Cc1nc(COC(=O)c2cccc(O)c2)cs1,-3%,4,-8%,18%,0%,26%,-11%,20%,3%
Cc1c(N=C2NC(=O)/C(=C/c3ccc(O)cc3)S2)c(=O)n(-c2ccccc2)n1C,-2%,-6,-11%,36%[activator],6%,24%,-18%,-11%,-12%
COc1ccc(NS(=O)(=O)c2cc(NC(=O)Cn3cnc4c3c(=O)n(C)c(=O)n4C)ccc2C)cc1,8%,0,1%,5%,5%,22%,-3%,14%,-2%
CC1CN(CC(O)c2ccc(Br)cc2)CCO1 (stereo unspecified),-7%,-2,0%,-14%,11%,12%,0%,15%,-2%
O=C(c1ccccc1)N1CCCCC1,4%,-2,0%,1%,-5%,35%,-13%,0%,1%
CC(C)Oc1ccc2c3c(c(=O)oc2c1)CCC3,6%,7,13%,-6%,3%,50%[activator],-26%,3%,164%[activator]

# (more compounds)
canonical_smiles,GLS inhibitor,PI4K2A block,PGK inhibitor,Pin1 inhibitor,IDH1 R132H inh,HP1b binding inh,USP1 inh,rTrxR1 inhibitor,TrxR1 substrate
COc1cc2ccccc2cc1C(=O)NC(=S)Nc1ccc(C(=O)O)cc1,26%,1,-8%,0%,-4%,-1%,-15%,?,1%
O=C(COC(=O)C1CC1)NCCc1ccccc1,-8%,1,6%,-6%,3%,26%,-2%,2%[11.4 µM],9%[11.4 µM]
Cc1ccc2c(=O)cc(C(=O)Nc3ccc(S(=O)(=O)N4CCCC(C)C4)cc3)oc2c1C (stereo unspecified),-8%,7,-2%,-8%,6%,39%,-15%,12%,20%
Cc1ccc2c(c1)N(CC(=O)NCCCN1CC(C)CC(C)C1)C(=O)c1cccnc1O2 (stereo unspecified),-2%,-3,-1%,-8%,-2%,35%,-5%,19%,7%
O=C(O)c1ccccc1NC(=S)NC(=O)c1cccc2ccccc12,0%,-1,6%,9%,29%,-2%,-12%,-10%[57.1 µM],1%[57.1 µM]
Cc1c(CC(=O)N2CCCCC2)c(=O)oc2c(C)c3occ(C(C)(C)C)c3cc12,0%,4,-9%,1%,5%,32%,2%,15%,7%
COC(=O)c1ccc(NC(=O)C2CCCN2C(=O)Nc2cccc(C(C)=O)c2)cc1 (stereo unspecified),-1%,2,-4%,-1%,2%,41%[activator],-7%,17%[57.1 µM],10%[0.0914 µM]
Cc1ccc(CNC(=O)c2ccc(NC3=NC4CS(=O)(=O)CC4S3)cc2)cc1 (stereo unspecified),-1%,1,8%,1%,-1%,31%,-10%,7%[57.1 µM],-3%[57.1 µM]
Cc1ccc2c(CN3CCCCC3)cc(=O)oc2c1,2%,7,6%,3%,-8%,35%,-18%,16%,2%
C=CCn1c(SCc2c(C)noc2C)nc2sc(C)c(C)c2c1=O,-7%,10,i,6%,4%,80%[activator],-16%,12%[57.1 µM],12%[57.1 µM]
COC(=O)c1ccc(CN2CCN(C3CCCC3)C(CCO)C2)cc1 (stereo unspecified),0%,1,-2%,-3%,0%,13%,-14%,5%[57.1 µM],4%[57.1 µM]
CCN1CCc2c(OCc3ccc(C)cc3)cccc2C1=O,2%,2,2%,0%,4%,15%,-1%,16%[57.1 µM],5%[57.1 µM]
CN1C(=O)/C(=C2\SC(N)=NC2=O)c2ccccc21,-1%,2,i,4%,6%,-6%,-10%,-6%,-4%
Cc1c(NC(=S)NC(=O)C(C)(C)C)cccc1[N+](=O)[O-],2%,6,-3%,26%,4%,-14%,-20%,?,8%[57.1 µM]
O=C(Nc1ccnn1C1CCN(Cc2cccc(OCCO)c2)CC1)C1CC1,14%,-4,6%,1%,12%,17%,-2%,-3%,-1%
O=C(c1ccccc1)C(C(=O)N1CCCCC1)n1ccccc1=O (stereo unspecified),0%,5,-7%,-5%,3%,39%,-14%,16%,-3%
COc1ccc(C(=O)n2c(C)c(CCO)c(=O)n2C)cc1,9%,6,0%,-2%,-5%,31%,-19%,12%,6%
Cc1ccc(-n2c(C)nnc2SCC(=O)NNC(=O)c2ccco2)cc1,-9%,-5,i,-13%,7%,18%,-8%,20%[57.1 µM],3%[57.1 µM]
Cc1cc(=O)nc2c3ccccc3n(C(C)C(=O)Nc3cc(F)ccc3F)n12 (stereo unspecified),-1%,0,-8%,3%,-6%,5%,-19%,26%,8%
CC(C)C(NC(=O)OC(C)(C)C)C(=O)NC(CCC(=O)OCc1ccccc1)C(N)=O (stereo unspecified),0%,14,-2%,3%,0%,22%,-5%,5%,8%[57.1 µM]

# Carrying on:
canonical_smiles,GLS inhibitor,PI4K2A block,PGK inhibitor,Pin1 inhibitor,IDH1 R132H inh,HP1b binding inh,USP1 inh,rTrxR1 inhibitor,TrxR1 substrate
CCc1nnc(NC(=O)Cc2sc(C)nc2-c2ccc(C)cc2)s1,-2%,0,6%,3%,-4%,18%,-9%,19%[57.1 µM],-6%
O=C(COc1cccc(F)c1)NNC(=O)c1cccc(-n2cccc2)c1,-4%,-22,-1%,13%,0%,6%,-26%,5%[57.1 µM],0%[57.1 µM]
CCOc1ccc(NC(=O)C2CCN(C(=O)N3CCOc4ccccc43)CC2)cc1,-3%,-1,1%,-2%,-8%,18%,2%,18%[57.1 µM],3%[57.1 µM]
CCCNC(=O)c1ccccc1NC(=O)c1ccc(CSc2ccccc2)cc1,10%,-14,i,7%,0%,42%,-11%,-2%,-3%
Cc1ccc(-n2c(SCC(=O)NCc3ccco3)nnc2-c2cccnc2)cc1,10%,2,i,-7%,-1%,59%[activator],-10%,4%[57.1 µM],-3%[57.1 µM]
COC(=O)c1ccc(NC(=O)N2CCOCC2)cc1,-26%,3,-1%,-12%,3%,73%[activator],-7%,15%[57.1 µM],10%[57.1 µM]

# Compound activity deposited in PubChem BioAssay by National Center for Advancing Translational Sciences (NCATS).

# An excerpt; the hit share may differ from the screen's.
